SW480 rerep: induces DNA re-replication in SW480 colon adenocarcinoma cells. actives 1.8% (n = 340,000). SW480 DNA re-replication, Hoechst DNA content imaging, 48 h. Potency, µM (doses to about 46.1 µM), for the others: at the top dose re-replication activation, hits mostly activators; note: potency is the fitted concentration of half-maximal effect; % of control where 0% means no effect; nearly all actives have a fitted effect of over 55% in size
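Cells (250 per well) received 23 nL compound or DMSO by pin tool and were kept 48 hr at 37 C, 5% CO2. Nuclei were then stained with Hoechst for 40 min and scanned for DNA content.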
KB-3-1 cytotox: KB-3-1 parental cell cytotoxicity. AID 1347075. actives 1.4% (n = 400,000). KB-3-1 viability, CellTiter-Glo ATP luminescence, 72 h. Potency, µM (top dose mostly 46.1 µM), for inactives: top-dose activity change, negative = cytotoxic, most hits filed as cytotoxic; note: potency is the fitted concentration of half-maximal effect; % is set by controls: 0 for no effect and ±100 for the full control effect; nearly all actives have a fitted effect of over 60% in size
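Cells are dispensed, compounds pinned in, plates held at 37 °C for 72 h, then CellTiter-Glo is added and luminescence read after 10 minutes. Cell line: parental KB-3-1 in phenol-red-free DMEM, 10% FBS.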
IL1B secr inh: blocks inflammasome-driven IL-1 beta release. THP-1 LPS/ATP IL-1B secretion, AlphaLISA, 16 h; active compounds read low. activity change, % at 57.5 µM. actives 4.7% (n = 360,000); in the data active = activity change below about -50%; inconclusive = mostly about -30% to -49%; note: % is set by controls: 0 for no effect and ±100 for the full control effect
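Secreted IL-1B measured by AlphaLISA bead assay after 16 h compound exposure of THP-1 cells; compounds (final up to 57.5 uM) added 1 h before LPS (250 ng/mL) and ATP (1.25 mM) stimulation; lower signal means less secretion.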
HEK293 tox: cytotoxicity counter-screen for GLP-1 receptor inverse agonists; HEK293 cAMP-luciferase reporter cells, luminescence, 24 h; Potency, µM (series often up to 38.3 µM), inactives show top-dose activity change, negative = inhibition, most hits filed as inhibitors; actives 0.13% (n = 410,000); AID 624418;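 note: loss of luciferase light is scored as toxicity; potency is the fitted concentration of half-maximal effect; % is set by controls: 0 for no effect and ±100 for the full control effect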
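Luminescence readout: signal drop marks cytotoxicity. Plated cells grew 12 h at 37 °C, 5% CO2, received 23 nL compound for 24 h, then got luciferase reagent, read after 12 min at RT.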
KB-V1 cytotox: KB-V1 MDR subline cytotoxicity | AID 1347076 | Potency, µM (series often up to 46.1 µM), for the others: top-dose activity change, negative = cytotoxicity, hits mostly cytotoxic | KB-V1 MDR cells viability, CellTiter-Glo, 72 h | actives 3.4% (n = 400,000); note: potency is the fitted concentration of half-maximal effect; % is set by controls: 0 for no effect and ±100 for the full control effect; nearly all actives have a fitted effect of over 60% in size
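Cells of the MDR subline KB-V1 are plated, dosed with compound at multiple concentrations, and incubated 72 h at 37 degrees C; CellTiter-Glo is then added and luminescence read after 10 min.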
D3 ag: agonists of human D3 dopamine receptor; actives 0.58% (n = 410,000); P35462; max activation, %; D3R DiscoveRx beta-arrestin cells, luminescence, 90 min; in the data active = max activation above about 30%; note: 0% is about no effect; mostly tested at two doses, the higher about 12 µM
Target sequence (P35462 whole entry, looked up): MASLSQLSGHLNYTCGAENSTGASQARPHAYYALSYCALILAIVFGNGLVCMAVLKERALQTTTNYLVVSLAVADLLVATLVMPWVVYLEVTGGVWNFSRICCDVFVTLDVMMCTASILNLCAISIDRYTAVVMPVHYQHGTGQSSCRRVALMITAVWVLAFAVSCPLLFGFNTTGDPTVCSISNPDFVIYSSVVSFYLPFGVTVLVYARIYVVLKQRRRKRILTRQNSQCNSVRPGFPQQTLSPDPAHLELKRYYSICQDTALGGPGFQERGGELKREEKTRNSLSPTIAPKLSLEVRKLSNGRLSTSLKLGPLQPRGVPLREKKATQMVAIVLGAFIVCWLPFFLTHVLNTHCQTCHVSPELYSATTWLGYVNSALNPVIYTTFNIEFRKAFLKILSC
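Cells at 1500/well, incubated overnight, then treated with pinned compounds (dopamine as control) for 90 min at 37 degrees C. DiscoveRx reagent added for 30 - 60 minutes at room temperature; luminescence read.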
HT1080 IDH1KD tx: toxicity to HT-1080 IDH1 knockdown cells (counter line) | actives 2% (n = 360,000) | Potency, µM (doses to about 46.1 µM), for inactives: top-dose activity, negative = toxicity, hits mostly cytotoxic | AID 686971 | HT-1080 IDH1 knockdown viability, ATP luminescence, 48 h;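 note: potency is the fitted concentration of half-maximal effect; 0% = DMSO wells and -100% = cell-free medium wells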
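CellTiter-Glo luminescence after 48 h compound exposure at 37 degrees C of IDH1-knockdown HT-1080 cells in 5% FBS RPMI. %Activity scaled between DMSO wells and cell-free media wells, with curves fitted and assigned curve classes.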
MCF10A rerep: DNA re-replication induction in MCF 10a cells. MCF 10A DNA re-replication, Hoechst nuclear intensity, 48 h. Potency, µM (series often up to 46.1 µM), for inactives: top-dose activity, positive = re-replication, actives largely listed as activators. actives 2.9% (n = 350,000). AID 624296; note: potency is the fitted concentration of half-maximal effect; % of control where 0% means no effect; nearly all actives have a fitted effect of over 50% in size
HT1080-NT tox: kills 2HG-producing HT-1080-NT fibrosarcoma cells | actives 1.6% (n = 360,000) | HT-1080-NT fibrosarcoma viability, CellTiter-Glo ATP luminescence, 48 h | AID 686970 | Potency, µM (series often up to 46.1 µM), inactives show at the highest dose activity, negative = less viability, usual class: cytotoxic;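 note: NT is the 2HG producing partner of a matched IDH1 knockdown line; potency is the fitted concentration of half-maximal effect; 0% = DMSO-treated cells and -100% = media-only wells without cells; nearly all actives have a fitted effect of over 55% in size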
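Toxicity toward the 2HG-producing NT line was scored as %Activity, normalised to DMSO and no-cell wells, from CellTiter-Glo luminescence after 48 hours' treatment.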
Starred values were filed as active, the others as inactive; i = inactive; ? = inconclusive; . = no result given; [ ] = dose if it differs, or a comment. Unless noted, calls come from the whole dose curve; as a rule, active = well fitted curve in the direction sought with a large enough effect; inconclusive = small, poorly fitted or top-dose-only effect, or another doubt; inactive = no such curve, though single readings can be large; an effect the other way counts as inactive or inconclusive.

compound	SW480 rerep	KB-3-1 cytotox	IL1B secr inh	HEK293 tox	KB-V1 cytotox	D3 ag	HT1080 IDH1KD tx	MCF10A rerep	HT1080-NT tox
O=C(CC(c1ccc(F)cc1)c1ccco1)N1CCOCC1 (stereo unspecified)	-4%	6%	-1	21%	0%	8	0%	-5%	-1%
CSc1nccc(Nc2ccccc2)c1C#N	3%	15%	-20	-5%	-1%	0	0%	-1%	7%
CN1CCN(c2nc3ccccn3c(=O)c2C=O)CC1	1%[9.22 µM]	0%	5	1%	3%	-22	3%	0%	17%
COc1ccc(OC)c(S(=O)(=O)N2CCC(C(=O)NCc3ccccn3)CC2)c1	1%	-4%	4	1%	21%	-3	17%	0%	-1%
Cc1ccc(S(=O)(=O)N2CCN(C(=O)COc3ccc(C)nc3[N+](=O)[O-])CC2)c(C)c1	-3%	0%	?	-2%	?	-3	2%	?	2%
COc1ccc(-c2cc(C(F)(F)F)n3ncc(C(=O)N4CCCCC4c4cccnc4)c3n2)cc1 (stereo unspecified)	?	?	-8	-1%	?	0	1%	?	-2%
CC[C@@H](C)[C@@H](C(=O)Nc1ccc(C)cc1)N1Cc2ccccc2C1=O	.	-20%	.	-6%	-7%	10	.	.	.
COc1ccc2c(c1)c1c(c(=O)n(-c3ccccc3C)c(=O)n1CC(=O)N1CCCC1)n2C	.	10%	.	-4%	15%	-16	.	.	.
Cc1cc2cc(CNC(=O)CCC(=O)O)ccc2n1C	-6%	5%	1	-4%	0%	1	4%	-6%	6%
COc1ccc(-n2ncc3c(=O)n(CC(=O)OCc4ccccc4)cnc32)cc1	-11%	3%	7	3%	1%	-1	-4%	24%	15%
CCOC(=O)[C@]12CCCC=C1N(Cc1cccc3ccccc13)C(=O)[C@H](CC(=O)NCCc1ccccc1OC)C2	.	?	?	-2%	?	-4	-29%	.	?
CCOc1ccc(CN2CCN(c3ncnc4scc(-c5ccccc5)c34)CC2)cc1	5%	-13%	16	-9%	0%	-44	-4%	2%	8%

3 records picked at random from those above:
compound	SW480 rerep	KB-3-1 cytotox	IL1B secr inh	HEK293 tox	KB-V1 cytotox	D3 ag	HT1080 IDH1KD tx	MCF10A rerep	HT1080-NT tox
Cc1cc2cc(CNC(=O)CCC(=O)O)ccc2n1C	-6%	5%	1	-4%	0%	1	4%	-6%	6%
CCOc1ccc(CN2CCN(c3ncnc4scc(-c5ccccc5)c34)CC2)cc1	5%	-13%	16	-9%	0%	-44	-4%	2%	8%
COc1ccc2c(c1)c1c(c(=O)n(-c3ccccc3C)c(=O)n1CC(=O)N1CCCC1)n2C	.	10%	.	-4%	15%	-16	.	.	.

Further records:
compound	SW480 rerep	KB-3-1 cytotox	IL1B secr inh	HEK293 tox	KB-V1 cytotox	D3 ag	HT1080 IDH1KD tx	MCF10A rerep	HT1080-NT tox
COc1cccc(NC2=NCC(=O)N2Cc2cccs2)c1	1%	-1%	-19	-14%	16%	4	2%	?	-2%
Clc1ccc(CSc2nnc(-c3ccncc3)o2)cc1	-25%	?	-6	7%	0%	-5	-24%	12%	-5%
O=C(O)c1nc2ccccc2nc1C(=O)O	-7%	13%	?	-3%	5%	-4	3%	1%	6%
COc1cc(Br)ccc1C1CC(=O)C(C)C(c2ccc(Br)cc2OC)N1 (stereo unspecified)	-9%	-2%	0	3%	-1%	1	0%	?	-1%
Cc1cccc(C)c1NC(=O)C1(C)CCC(=O)N1CCCn1ccnc1 (stereo unspecified)	.	0%	20	2%	-9%	1	5%	.	?
CCn1c(CCCOc2ccc(Cl)cc2Cl)nnc1SCC(=O)Nc1cc(F)ccc1C	13%	?	-59*	-27%	0%	14	?	?	?
CC(C)(CNC(=O)c1ccc(Cl)c(S(=O)(=O)N2CCc3ccccc3C2)c1)N1CCOCC1	-4%	-35%	-13	11%	?	-2	-8%	5.8µM*	-1%
CNC(=O)c1c2c(nc3ccc(Br)cc13)CCCC2	-2%	-22%	18	1%	-14%	1	-14%	23%	-16%
c1ccc(CCc2ccncc2)cc1	-9%	-1%	-3	-11%	21%	0	1%	-1%	21%
Cc1cccc(Cn2nnc3c(=O)[nH]c(C4CCCN(C(=O)c5ccccc5Cl)C4)nc32)c1 (stereo unspecified)	.	-7%	.	-1%	-19%	1	.	.	.
Cc1cnc(NC(=O)[C@H](C)N2C(=O)C3CCCCC3C2=O)s1 (stereo partly specified)	-3%	-5%	-21	6%	2%	-3	-1%	-7%	-4%
C=CCc1c(C)nc2ccc(C(=O)OCC)cc2c1Cl	5%	?	40	-9%	-1%	9	-17%	?	0%
CCC(N=c1cc(-c2ccc(OC)cc2)oc2ccc(C)cc12)C(=O)O (stereo unspecified)	-58%[inhibitor]	?	-2	-5%	-35%	-4	3%	-42%[inhibitor]	19%
CC(C)(C)c1nnc(NC(=O)CCC2CCCCC2)s1	.	-5%	29	-3%	-9%	-5	4%	.	-1%
CCCCN1C=C(C(=O)OC)C(c2ccccc2Cl)C(C(=O)OC)=C1	?	-9%	-18	71%[activator]	4%	-2	-6%	7.3µM*	-13%
FC(F)(F)c1cnc(N2CCN(C(=S)NCc3ccccc3)CC2)c(Cl)c1	?	?	-93*	-20%	-17%	-11	?	?	-33%
CCOC(=O)C1CCN(c2ncnc3c2oc2ccc(Cl)cc23)CC1	-4%	-10%	41	32%	-8%	6	-29%	?	?
O=C(CCNC(=O)c1ccco1)Nc1ccccc1OC(F)F	2%	6%	42	-12%	9%	4	0%	-1%	17%
Cc1ccc2cc(CN(CCN3CCOCC3)C(=O)NCc3ccccc3)c(=O)[nH]c2c1C	2%	5%	-22	15%	2%	3	-14%	3%	-4%
CCOC(=O)C1(Cc2cccc(OC)c2)CCCN(Cc2ccc(NC(C)=O)cc2)C1 (stereo unspecified)	2%	-7%	-16	19%	2%	-5	-2%	2%	-8%
CCc1noc(C)c1C(=O)Nc1ccc(F)c(F)c1F	-3%	9%	19	0%	-3%	5	0%	1%	10%
COCCN(Cc1ccccc1)P(=O)(O)c1ccccc1OCC(=O)O	-3%	0%	16	-2%	3%	-9	26%	0%	14%
O=C(C1CC=CCC1)N1CCCCCC1 (stereo unspecified)	.	26%	13	-23%	5%	1	5%	.	2%
COc1ccc(CCC(=O)Nc2cc(Cl)ccc2N2CCN(C)CC2)cc1	-5%	-23%	?	5%	15%	-6	-25%	-2%	-18%
Cc1cccc2nc(CSc3nc4ccc([N+](=O)[O-])cc4[nH]3)c(Br)n12	17%	?	-14	7%[1.53 µM]	12µM*	-24	-25%	1%	-11%
O=C1CCC(C(=O)N2CCCC(Nc3ccc(F)cc3)C2)=NN1 (stereo unspecified)	-3%	5%	i	16%	-3%	-1	22%	-2%	1%
Cc1cc(C)c(OCC(=O)Nc2ccccc2N2CCCCC2)c(C)c1	?	-15%	4	4%	16µM*	-5	-14%	17%	-3%
O=C(COC(=O)c1cc(S(=O)(=O)N2CCOCC2)c(Cl)cc1Cl)Nc1ncc(C(F)(F)F)cc1Cl	-1%	16%	-12	1%	25%	-3	8%	5%	4%
O=S(=O)(c1cccs1)N1CN(CC2CCCO2)c2nc3ccccc3nc21 (stereo unspecified)	?	-9%	-13	-9%	-4%	-1	3%	-2%	3%
COc1ccc(-c2nc(CCNC(=O)c3ccco3)cs2)cc1OC	3%	-1%	-9	2%	-28%	4	0%	5%	-13%
CC(NC(=O)/C(C#N)=C1\N=C(NC(=O)c2cccs2)c2ccccc21)c1ccccc1 (stereo unspecified)	-20%	?	0	6%	?	0	-14%	?	-9%
Cc1ccccc1OCc1nnc(SCCN2CCCC2)n1-c1ccccc1	1%	-16%	-7	?	?	-14	?	8%	?
CC(=NCCCn1ccnc1)C1=C(O)c2ccccc2C1=O	-4%	-9%	-5	-16%	6%	12	2%	-3%	1%
CCO[C@@H]1OC(C(=O)NCc2ccccc2)=C[C@H](c2csc3ccccc23)[C@H]1CCCO	0%	-27%	?	-7%	-21%	-2	-28%	?	?
Cc1cccc(NCc2ccc(O)c3ncccc23)c1C	?	?	23	?	-1%	-20	?	?	-23%
Cc1cc2c(c(=O)o1)C1(C)CC(C)(O2)c2c(cc(C)oc2=O)O1	.	21%	20	-4%	-21%	-11	1%	.	18%
Cc1csc2nc(COC(=O)CNC(=O)c3ccc(Cl)cc3)cc(=O)n12	-17%	4%	27	5%	?	-2	-2%	-2%	3%
COC(=O)C1=C(C)Nc2ncnn2C1c1ccc(OCc2ccccc2)cc1 (stereo unspecified)	11%[9.22 µM]	15%	7	-7%	3%	3	9%	9%	10%
O=C(NCc1cccs1)C1CCN(c2nc3ccccc3o2)CC1	-3%	-10%	15	-1%	-14%	-2	-6%	-1%	-1%
Fc1cccc(NC(=S)NNc2c3ccccc3nc3ccccc23)c1	-11%	?	7	-10%	?	1	21µM*	-1%	?
COc1ccc(OC(=O)C2CC(=O)N(c3ccc(C)cc3)C2)cc1 (stereo unspecified)	0%	-1%	21	-13%	-1%	3	-21%	?	-19%
CCC(=O)NCc1c(Cl)cccc1-n1cccc1	-4%	9%	8	1%	1%	18	7%	-15%	14%
CN1CCCN(C2C3CC4CC(C3)CC2C4)CC1 (stereo unspecified)	3%	?	-8	-2%	-13%	-4	0%	16%	-4%
S=c1[nH]nc(Cc2cccs2)n1-c1cccc2ccccc12	-8%	-4%	32	?	?	7	-8%	13%	4%
C=CCOc1ccc(/C=C2\SC(=S)N(C(C(=O)O)c3ccccc3)C2=O)cc1 (stereo unspecified)	-13%	5%	2	4%	-3%	14	16%	15%	14%

Screening data from PubChem BioAssay.
